T cruzi intra = inhibitors of intracellular Trypanosoma cruzi, primary screen, cell-based, plate reader, single point, set 2. actives 4.9% (n = 22,000). activity score (inhibition), % at 5.01 µM. intracellular Trypanosoma cruzi in host cells; in the data active = activity score above about 55%;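 also: parasites and compound incubated about four days before reading; 0% = median of neutral control wells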
INS-1E ATP HTS = protection of INS-1E cells from cytokine death, primary screen, ATP luminescence, single point; INS-1E cytokine-induced death, 48 h; normalised: neutral wells 0, positive control 100; actives 0.1% (n = 20,000); protection from cytokine-induced ATP loss, % at 10 µM;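 active = mean replicate protection from cytokine-induced ATP loss at least 50% and at least 75% of replicates each reaching 50%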
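Assay system: INS-1E rat cells / Quantity: 8000 cells per well / Medium: RPMI without phenol red, 5% FBS / Probe or stimulus: three-cytokine cocktail (IFN-γ, TNF-α, IL-1β) / Dosing: one compound concentration, pin transfer / Timing: 48 h co-treatment, 10 min post-lysis read / Technique: CellTiter-Glo luminescence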
Starred values were filed as active, the others as inactive; nt = no result given. Random draw from the library; about 4.8% have a hit in one of these screens.

SMILES	T cruzi intra	INS-1E ATP HTS
C[C@H](CO)N1C[C@H](C)[C@H](CN(C)CC2CCCCC2)Oc2ccc(NS(C)(=O)=O)cc2C1=O	4.2	nt
C[C@@H]1CN([C@@H](C)CO)C(=O)c2cccc(NS(=O)(=O)c3ccc(F)cc3)c2O[C@H]1CN(C)C(=O)Nc1ccc(F)cc1	-13.1	7.5
Cc1ccc(S(=O)(=O)N(C)C[C@@H]2Oc3ccc(NC(=O)CCC(F)(F)F)cc3C(=O)N([C@H](C)CO)C[C@@H]2C)cc1	4.9	5.4
C[C@@H]1CN([C@@H](C)CO)C(=O)c2cc(NC(=O)NC3CCCCC3)ccc2O[C@@H]1CN(C)CC1CCCCC1	2.5	-8.6
Cc1noc(C)c1NC(=O)Nc1cccc2c1O[C@H](CN(C)S(=O)(=O)c1cccs1)[C@@H](C)CN([C@H](C)CO)C2=O	1.5	8.8
C[C@H]1CN([C@@H](C)CO)C(=O)c2cccc(NC(=O)c3ccncc3)c2O[C@H]1CN(C)Cc1ccc(C(F)(F)F)cc1	83.7*	1.8
C[C@@H]1CN([C@H](C)CO)C(=O)c2cc(NC(=O)C3CC3)ccc2O[C@H]1CN(C)Cc1ccc(C(=O)Nc2ccccc2N)cc1	39.4	-7.3
CC(C)NC(=O)Nc1ccc2c(c1)C(=O)N([C@@H](C)CO)C[C@H](C)[C@@H](CN(C)Cc1ccc3c(c1)OCO3)O2	-2.9	nt
COc1ccc(S(=O)(=O)N(C)C[C@@H]2Oc3ccc(NC(=O)Cc4cn(C)c5ccccc45)cc3C(=O)N([C@@H](C)CO)C[C@@H]2C)cc1	6.9	-4.0
Cc1noc(C)c1S(=O)(=O)Nc1ccc2c(c1)CC(=O)N([C@@H](C)CO)C[C@H](C)[C@H](CN(C)S(=O)(=O)c1cccs1)O2	4.4	0.3
COc1ccc(CN(C)C[C@H]2Oc3c(NC(=O)c4nc5ccccc5s4)cccc3C(=O)N([C@H](C)CO)C[C@@H]2C)cc1	34.4	-17.9
C[C@@H]1CN([C@@H](C)CO)C(=O)Cc2cc(NC(=O)NC3CCCCC3)ccc2O[C@@H]1CN(C)Cc1ccncc1	-1.0	-5.8
C[C@H](CO)N1C[C@H](C)[C@H](CN(C)C(=O)NC2CCCCC2)Oc2c(NC(=O)Nc3ccc(F)cc3)cccc2C1=O	20.4	-12.9
Cc1ccc(S(=O)(=O)N(C)C[C@H]2Oc3ccc(NC(=O)Nc4ccc5c(c4)OCO5)cc3CC(=O)N([C@H](C)CO)C[C@H]2C)cc1	4.5	-5.1
C[C@H]1CN([C@@H](C)CO)C(=O)CCCn2cc(nn2)CO[C@H]1CN(C)C(=O)Nc1ccc2c(c1)OCO2	-6.7	nt
COc1ccc(S(=O)(=O)Nc2ccc3c(c2)C(=O)N([C@@H](C)CO)C[C@@H](C)[C@@H](CN(C)Cc2ccc(-c4ccccc4)cc2)O3)cc1	15.0	-12.7
CC(C)NC(=O)N(C)C[C@H]1Oc2ccc(NS(=O)(=O)c3cccs3)cc2C(=O)N([C@@H](C)CO)C[C@H]1C	-29.3	nt
COc1ccc(/C=N/NC(=O)CCCCCCC(=O)Nc2ccccc2O)c(O)c1	26.1	-6.5
C[C@@H]1CCCCO[C@@H](CN(C)C(=O)Nc2ccccc2)[C@@H](C)CN([C@H](C)CO)C(=O)c2cc(NC(=O)Cc3ccccc3)ccc2O1	-6.0	14.0
C[C@H]1CN([C@@H](C)CO)C(=O)c2cccc(NC(=O)Nc3ccccc3)c2O[C@@H]1CN(C)Cc1ccc2c(c1)OCO2	8.6	-0.6
CC(C)NC(=O)Nc1ccc2c(c1)CC(=O)N([C@H](C)CO)C[C@@H](C)[C@H](CN(C)Cc1ccccc1)O2	-0.8	7.3
C[C@H]1CN([C@@H](C)CO)C(=O)Cc2cc(NS(=O)(=O)c3ccc(Cl)cc3)ccc2O[C@@H]1CN(C)Cc1ccc(Cl)c(Cl)c1	34.9	4.3
C[C@H](CO)N1C[C@H](C)[C@H](CN(C)CC2CCCCC2)Oc2ccc(NC(=O)NC3CCCCC3)cc2CC1=O	-31.6	21.0
C[C@H]1CN([C@@H](C)CO)C(=O)c2cc(NC(=O)CCC(F)(F)F)ccc2O[C@H]1CN(C)Cc1ccc(Oc2ccccc2)cc1	5.3	nt
C[C@H](CO)N1C[C@H](C)[C@H](CN(C)Cc2ccccc2)Oc2c(NS(=O)(=O)c3cccs3)cccc2C1=O	10.6	5.5
C[C@@H]1CCCCO[C@H](CN(C)C(=O)Nc2ccc(C(F)(F)F)cc2)[C@@H](C)CN([C@H](C)CO)C(=O)c2cc(NS(=O)(=O)c3ccccc3)ccc2O1	44.6	-30.1
C[C@@H]1CN([C@@H](C)CO)C(=O)c2cccc(NC(=O)c3ccc(-c4nccs4)cc3)c2O[C@@H]1CN(C)Cc1ccc2c(c1)OCO2	1.8	-16.6
C[C@H](CO)N1C[C@H](C)[C@H](CN(C)C(=O)Nc2ccc(C(F)(F)F)cc2)Oc2ccc(NC(=O)Nc3ccc4c(c3)OCO4)cc2CC1=O	2.0	-10.8
C[C@@H]1CN([C@H](C)CO)C(=O)c2cccc(NC(=O)Nc3ccccc3)c2O[C@H]1CN(C)S(=O)(=O)c1ccc(F)cc1	3.7	13.9
C[C@H]1CN([C@@H](C)CO)C(=O)c2cccc(NC(=O)c3ccncc3)c2O[C@H]1CN(C)C(=O)Nc1ccccc1	79.4*	4.0
C[C@H](CO)N1C[C@H](C)[C@@H](CN(C)S(=O)(=O)c2ccccc2)Oc2ccc(NC(=O)C3CC3)cc2C1=O	9.0	1.5
Cc1ccc(S(=O)(=O)Nc2cccc3c2O[C@@H](CN(C)Cc2ccc(C(F)(F)F)cc2)[C@H](C)CN([C@@H](C)CO)C3=O)cc1	21.2	-2.4
CNC[C@@H]1Oc2ccc(NC(=O)NC3CCCCC3)cc2C(=O)N([C@@H](C)CO)C[C@@H]1C	-15.3	nt
CC1(C)[C@H]2CC=C(/C=N\NC(=O)CCCCCCC(=O)O)[C@@H]1C2	-9.0	6.5
C[C@@H]1CN([C@H](C)CO)C(=O)c2cc(NC(=O)Nc3ccc(C(F)(F)F)cc3)ccc2O[C@H]1CN(C)C(=O)Nc1ccc(C(F)(F)F)cc1	46.6	-33.3
C[C@@H]1CN([C@H](C)CO)C(=O)c2cccc(NC(=O)Nc3ccc(F)cc3)c2O[C@@H]1CN(C)Cc1ccncc1	-22.3	3.9

Some of these compounds in order of formula weight, smallest number first.
SMILES	T cruzi intra	INS-1E ATP HTS
CC1(C)[C@H]2CC=C(/C=N\NC(=O)CCCCCCC(=O)O)[C@@H]1C2	-9.0	6.5
CC(C)NC(=O)Nc1ccc2c(c1)C(=O)N([C@@H](C)CO)C[C@H](C)[C@@H](CN(C)Cc1ccc3c(c1)OCO3)O2	-2.9	nt
C[C@@H]1CN([C@@H](C)CO)C(=O)c2cc(NC(=O)NC3CCCCC3)ccc2O[C@@H]1CN(C)CC1CCCCC1	2.5	-8.6
C[C@H]1CN([C@@H](C)CO)C(=O)c2cccc(NC(=O)c3ccncc3)c2O[C@H]1CN(C)C(=O)Nc1ccccc1	79.4*	4.0
C[C@H]1CN([C@@H](C)CO)C(=O)c2cccc(NC(=O)c3ccncc3)c2O[C@H]1CN(C)Cc1ccc(C(F)(F)F)cc1	83.7*	1.8
COc1ccc(CN(C)C[C@H]2Oc3c(NC(=O)c4nc5ccccc5s4)cccc3C(=O)N([C@H](C)CO)C[C@@H]2C)cc1	34.4	-17.9
Cc1noc(C)c1NC(=O)Nc1cccc2c1O[C@H](CN(C)S(=O)(=O)c1cccs1)[C@@H](C)CN([C@H](C)CO)C2=O	1.5	8.8
Cc1ccc(S(=O)(=O)Nc2cccc3c2O[C@@H](CN(C)Cc2ccc(C(F)(F)F)cc2)[C@H](C)CN([C@@H](C)CO)C3=O)cc1	21.2	-2.4
C[C@@H]1CN([C@H](C)CO)C(=O)c2cc(NC(=O)Nc3ccc(C(F)(F)F)cc3)ccc2O[C@H]1CN(C)C(=O)Nc1ccc(C(F)(F)F)cc1	46.6	-33.3

The listing continues.
SMILES	T cruzi intra	INS-1E ATP HTS
C[C@@H]1CN([C@@H](C)CO)C(=O)c2cc(NC(=O)Cc3cn(C)c4ccccc34)ccc2O[C@@H]1CN(C)S(=O)(=O)c1ccc(Cl)cc1	30.0	-11.3
C[C@@H]1CN([C@H](C)CO)C(=O)c2cc(NC(=O)C3CC3)ccc2O[C@H]1CN(C)S(=O)(=O)c1ccc(F)cc1	2.5	nt
Cc1noc(C)c1S(=O)(=O)Nc1ccc2c(c1)CC(=O)N([C@@H](C)CO)C[C@H](C)[C@@H](CN(C)S(=O)(=O)c1ccccc1)O2	-13.3	15.9
C[C@@H]1CN([C@@H](C)CO)C(=O)c2cc(NS(=O)(=O)c3ccc(Cl)cc3)ccc2O[C@@H]1CN(C)S(=O)(=O)c1cccs1	6.7	-1.0
COc1ccc(S(=O)(=O)N(C)C[C@H]2Oc3ccc(NC(=O)C4CC4)cc3CC(=O)N([C@@H](C)CO)C[C@H]2C)cc1	-3.7	6.9
Cc1ccc(S(=O)(=O)N(C)C[C@@H]2Oc3ccc(NS(=O)(=O)c4ccccc4)cc3C(=O)N([C@@H](C)CO)C[C@H]2C)cc1	19.2	-7.5
C[C@H](CO)N1C[C@H](C)[C@H](CN(C)S(=O)(=O)c2cccs2)Oc2ccc(NC(=O)CCCCCC(=O)Nc3ccccc3N)cc2C1=O	-27.0	6.9
Cc1noc(C)c1NC(=O)N(C)C[C@@H]1Oc2c(NC(=O)Nc3cccc4ccccc34)cccc2C(=O)N([C@H](C)CO)C[C@@H]1C	32.8	-3.8
C[C@H](CO)N1C[C@H](C)[C@@H](CN(C)C(=O)Nc2ccc(F)cc2)Oc2c(NC(=O)CCCCCC(=O)Nc3ccccc3N)cccc2C1=O	-28.6	-1.5
Cc1ccc(S(=O)(=O)Nc2ccc3c(c2)C(=O)N([C@H](C)CO)C[C@@H](C)[C@@H](CN(C)Cc2ccc(Oc4ccccc4)cc2)O3)cc1	24.5	-16.7
COc1ccc(CN(C)C[C@@H]2Oc3ccc(NC(=O)NC4CCCCC4)cc3CC(=O)N([C@H](C)CO)C[C@H]2C)cc1	21.4	2.6
C[C@@H]1CN([C@@H](C)CO)C(=O)c2cc(NS(C)(=O)=O)ccc2O[C@H]1CN(C)C(=O)Nc1ccc(C(F)(F)F)cc1	-5.9	0.7
C[C@H](CO)N1C[C@H](C)[C@H](CN(C)C)OCc2cn(nn2)CCCC1=O	-1.9	2.5
C[C@H](CO)N1C[C@H](C)[C@H](CN(C)S(=O)(=O)c2ccccc2)Oc2c(NC(=O)c3nc4ccccc4s3)cccc2C1=O	51.8	-28.1
C[C@@H]1CN([C@@H](C)CO)C(=O)CCCn2cc(nn2)CO[C@H]1CN(C)Cc1ccc(O)cc1	-9.5	nt
C[C@@H]1CN([C@@H](C)CO)C(=O)CCCn2cc(nn2)CO[C@H]1CN(C)S(=O)(=O)c1ccc2c(c1)OCCCO2	-10.7	nt
CC(C)COC(=O)N(C)C[C@@H]1OCc2cn(nn2)CCCC(=O)N([C@H](C)CO)C[C@H]1C	-3.2	nt
COc1ccc(S(=O)(=O)N(C)C[C@@H]2Oc3c(NC(=O)c4nc5ccccc5s4)cccc3C(=O)N([C@H](C)CO)C[C@@H]2C)cc1	69.8*	-50.0
C[C@H](CO)N1C[C@H](C)[C@@H](CN(C)Cc2ccc(C(F)(F)F)cc2)Oc2ccc(NC(=O)CCCN(C)C)cc2C1=O	-5.6	2.1
Cc1ccc(S(=O)(=O)Nc2cccc3c2O[C@H](CN(C)C(=O)Nc2ccc(F)cc2)[C@@H](C)CN([C@@H](C)CO)C3=O)cc1	-22.9	1.3
COc1ccc(S(=O)(=O)N(C)C[C@H]2Oc3ccc(NS(=O)(=O)c4cccs4)cc3CC(=O)N([C@@H](C)CO)C[C@H]2C)cc1	-1.7	10.5
COc1ccc(NC(=O)N(C)C[C@H]2Oc3ccc(NC(=O)C4CC4)cc3CC(=O)N([C@H](C)CO)C[C@H]2C)cc1	-18.1	1.5
C[C@H](CO)N1C[C@H](C)[C@H](CN(C)C(=O)Nc2ccc(F)cc2)Oc2ccc(NS(=O)(=O)c3ccc(F)cc3)cc2C1=O	3.1	nt
CC(C)NC(=O)N(C)C[C@H]1OCCCC[C@@H](C)Oc2ccc(NC(=O)Cc3ccccc3)cc2C(=O)N([C@H](C)CO)C[C@@H]1C	1.9	-0.1
C[C@@H]1CN([C@H](C)CO)C(=O)c2cccc(N(C)C)c2O[C@@H]1CN(C)C(=O)Nc1ccc(F)cc1	1.1	8.2
C[C@@H]1CN([C@H](C)CO)C(=O)c2cccc(NS(C)(=O)=O)c2O[C@H]1CN(C)CC1CCCCC1	-16.6	4.9
Cc1ccc(S(=O)(=O)Nc2ccc3c(c2)C(=O)N([C@@H](C)CO)C[C@@H](C)[C@H](CN(C)C)O3)cc1	-15.0	5.5
C[C@@H]1CN([C@H](C)CO)C(=O)c2cc(NC(=O)C3CC3)ccc2O[C@@H]1CN(C)Cc1ccc(C(=O)O)cc1	-15.7	0.1
C[C@H](CO)N1C[C@H](C)[C@H](CN(C)Cc2ccc(C(=O)Nc3ccccc3N)cc2)Oc2ccc(NC(=O)Cn3cnnn3)cc2C1=O	-22.2	-0.7
C[C@H](CO)N1C[C@H](C)[C@H](CN(C)Cc2ccc3c(c2)OCO3)Oc2c(NC(=O)Nc3ccc(C(F)(F)F)cc3)cccc2C1=O	62.2*	-50.8
C[C@H](CO)N1C[C@H](C)[C@H](CN(C)C(=O)Nc2ccc(C(F)(F)F)cc2)Oc2ccc(NC(=O)c3ccncc3)cc2C1=O	-17.0	0.4
Cc1ccc(S(=O)(=O)N(C)C[C@H]2Oc3c(NC(=O)c4ccncc4)cccc3C(=O)N([C@H](C)CO)C[C@H]2C)cc1	5.8	7.4
